# High-throughput results: PubChem, several laboratories
# ARFGAP1 inh – rat ARFGAP1 inhibition | Arfgap1-stimulated ARF1 GTP hydrolysis, GDP FP detection | inhibition, % at 16.5 µM | actives 0.26% (n = 360,000) | Q62848;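 active = inhibition above a per-plate limit, mean inhibition of low control wells plus 3 SD, cut at about 25% in these data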;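 note: 0% = DMSO wells with enzyme and 100% = wells lacking Arfgap1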
# Target sequence (Q62848 1-136 limits assumed): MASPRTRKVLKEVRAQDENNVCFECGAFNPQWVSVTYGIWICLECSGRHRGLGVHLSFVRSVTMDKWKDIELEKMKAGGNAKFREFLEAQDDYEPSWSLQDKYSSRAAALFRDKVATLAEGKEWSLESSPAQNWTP
#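 System: truncated rat Arfgap1 GAP domain / Medium: HEPES-based buffer, pH 7.5 / Also added: N-terminally truncated human ARF1-GTP substrate / Incubation: enzyme reaction 120 min at 25 °C after 20 min preincubation / Measured by: FP of antibody-bound GDP Alexa 633 tracer, ex 620/em 688 nm / Replicates: singlicate, each compound tested once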
# Tn7 DDE FP – DD(E)-Tn7 binding inhibition, primary FP screen. inhibition, % at 8.3 µM. FP displacement of FITC-Tn7 peptide from fibrin DD(E); 0% = median of compound wells per plate. actives 0.13% (n = 370,000). AID 720508;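 active = inhibition above the mean of compounds falling within the control limits plus 3 SD of them, cut at about 14% in these data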;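 note: 0% = plate median of compound wells and 100% = 10 µM Aha-Tn7 peptide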
#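 Assay system: Human clot-derived fibrin DD(E) complex | Buffer or medium: Tris/NaCl/CaCl2 buffer, pH 7.8 | Repeats: One replicate per compound | Benchmarks: Aha-Tn7 high control | Measure: % inhibition scaled between sample-field median and high-control FP | Schedule: 10 min plus 3 h, room temperature | Signal: Fluorescence polarization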
# PLC-beta3 inh – inhibitors of human phospholipase C beta3. actives 0.18% (n = 370,000). Purified PLC-beta3, fluorogenic substrate, fluorescence. inhibition, % at 12.2 µM. AID 720704; in the data active = inhibition above about 11%;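 note: 0% = median of compound wells on plate and 100% = full blocker control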
# UHRF1 binding – human UHRF1 methylated DNA binding inhibitors. actives 0.75% (n = 370,000). UHRF1 binding to methylated oligo, TR-FRET. inhibition, % at 4.4 µM. Q96T88; in the data active = inhibition above about 21%;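 note: UHRF1 SRA domain binding a hemimethylated CpG hairpin DNA probe; 0% = median of test compound wells and 100% = reference inhibitor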
# DDE Tn6 FP inh – inhibitors of Tn6 peptide binding to human fibrin DD(E); P02675; Fibrin DD(E) TRITC-Tn6 fluorescence polarization displacement; inhibition, % at 8.3 µM; actives 0.21% (n = 370,000);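 active = inhibition above a per-campaign cutoff: mean of compounds within control limits plus 3 SD, cut at about 15% in these data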;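 note: 0% = median of all compound wells on the plate and 100% = blocking peptide control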
# sPLA2-III inh – Inhibits HGIII-sPLA2 liposome hydrolysis, primary screen; Q9NZ20; QFRET BODIPY PC-A2 liposome hydrolysis, fluorescence; inhibition, % at 12.2 µM; actives 0.56% (n = 370,000);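 active = inhibition above mean plus 3 SD of compounds lying within the high and low control bounds, cut at about 19% in these data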;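 note: 0% = median of test compound wells and 100% = no enzyme DMSO wells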
# ASAP1 GAP inh – ASAP1 ArfGAP inhibition | actives 0.19% (n = 360,000) | Q9ULH1 | ASAP1-stimulated ARF1 GTP hydrolysis, GDP FP detection | inhibition, % at 16.5 µM | AID 624377; in the data active = inhibition above about 25%;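 note: 0% = vehicle with enzyme and substrate and 100% = no enzyme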
# Rev-erbA mod – Rev-erb alpha (human) modulation | P20393 | Rev-erbα–FITC-DNA binding, fluorescence polarization, 90 min | activity, % at 10 µM | actives 0.79% (n = 370,000) | AID 1259318;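 active = activity above about 14%, limit read from the data; passing the limit was not always enough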;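 note: 0% = DMSO wells with 35 nM protein and 100% = DMSO wells with 750 nM protein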
# Target sequence (P20393 whole entry, looked up): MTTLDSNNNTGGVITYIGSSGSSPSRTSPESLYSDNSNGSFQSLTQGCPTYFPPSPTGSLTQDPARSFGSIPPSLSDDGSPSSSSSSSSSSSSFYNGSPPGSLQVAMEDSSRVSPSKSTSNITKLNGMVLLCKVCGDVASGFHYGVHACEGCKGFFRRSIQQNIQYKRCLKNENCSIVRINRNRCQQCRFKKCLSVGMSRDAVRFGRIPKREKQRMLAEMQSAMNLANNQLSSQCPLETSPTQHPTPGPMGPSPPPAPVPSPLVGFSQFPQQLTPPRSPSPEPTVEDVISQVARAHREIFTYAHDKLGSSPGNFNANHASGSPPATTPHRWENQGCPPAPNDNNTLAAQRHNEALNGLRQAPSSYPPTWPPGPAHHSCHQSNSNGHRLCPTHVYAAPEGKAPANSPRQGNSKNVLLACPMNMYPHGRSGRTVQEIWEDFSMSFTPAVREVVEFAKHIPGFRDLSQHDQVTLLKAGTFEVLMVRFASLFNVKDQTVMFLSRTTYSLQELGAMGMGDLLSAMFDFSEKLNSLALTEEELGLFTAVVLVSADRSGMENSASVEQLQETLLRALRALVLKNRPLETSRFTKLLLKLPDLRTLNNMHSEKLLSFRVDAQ
# KLK7 zymogen act – activators of human kallikrein-7 zymogen; activation, % at 7 µM; purified proKLK7, EDANS-DABCYL substrate fluorescence; 100% is mature enzyme control, 0% vehicle; actives 0.9% (n = 370,000);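 active = activation above the mean of all tested compounds plus 3 SD, computed per campaign excluding outliers beyond control limits, cut at about 13% in these data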
# Target sequence (P49862 whole entry, looked up): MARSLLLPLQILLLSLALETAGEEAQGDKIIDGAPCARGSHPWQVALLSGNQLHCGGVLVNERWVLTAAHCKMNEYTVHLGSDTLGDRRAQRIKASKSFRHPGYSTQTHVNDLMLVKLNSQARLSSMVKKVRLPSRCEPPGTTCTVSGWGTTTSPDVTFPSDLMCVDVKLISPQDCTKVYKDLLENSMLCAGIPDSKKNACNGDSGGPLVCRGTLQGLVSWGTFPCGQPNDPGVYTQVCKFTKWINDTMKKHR
# PLCg1 inh – PLC-gamma1 (human) inhibition, primary screen. actives 0.84% (n = 370,000). P19174. inhibition, % at 12.2 µM. purified PLC-gamma1, fluorogenic substrate, fluorescence. AID 720700; in the data active = inhibition above about 9.5%
# * = called active by the depositor; · = no result given.
SMILES,ARFGAP1 inh,Tn7 DDE FP,PLC-beta3 inh,UHRF1 binding,DDE Tn6 FP inh,sPLA2-III inh,ASAP1 GAP inh,Rev-erbA mod,KLK7 zymogen act,PLCg1 inh
CCCCCCn1c(=O)n2n(c1=O)C[C@]1(OC(=O)NCc3ccco3)CN(S(=O)(=O)c3ccc(C)cc3)C[C@]1(O)C2,7,-3,7,-2,-3,-22,7,-4,0.7,3
NC(=O)c1nnsc1-c1ccco1,-4,-5,-1,0,-2,0,-5,7,-0.2,-2
CCOC(=O)c1ccc(COC(=O)CNC(=O)CNC(=O)Cc2ccccc2)cc1,9,-7,-4,-1,-2,7,-4,0,-0.7,3
Cc1ccc(C2=NN(Cc3nnc(-c4ccccc4)o3)C(=O)SC2)cc1,-3,-6,5,6,5,-14,9,1,0.2,2
COc1ccccc1NC(=O)Cc1csc(NC(=O)c2ccccc2)n1,3,-5,5,5,0,-8,13,2,1.1,3
O=C(NC12CC3CC(CC(C3)C1)C2)c1cccc([N+](=O)[O-])c1,-2,-2,0,-1,-1,-1,5,-3,-0.1,7
O=C(CSc1nc(O)cc(=O)[nH]1)N1CCCc2ccccc21,7,-7,-10,0,4,0,-5,0,0.2,-5
O=C(c1ccc([N+](=O)[O-])o1)N1CCN(c2nc3ccc(F)cc3s2)CC1,-1,-2,-3,-2,5,4,0,-4,0.7,3
COc1ccc(N2C(=NC(=O)CCC3CCCC3)SC3CS(=O)(=O)CC32)cc1 (stereo not drawn),1,2,-8,0,9,1,-8,0,-0.3,0
Cc1ccc(CN2C(=O)CCC2C(=O)NCCCN2CCOCC2)cc1 (stereo not drawn),4,2,1,-2,0,0,4,2,0.1,-1
CN(CC(=O)Nc1ccc(OC(F)(F)F)cc1)S(=O)(=O)c1cnc[nH]1,-1,-1,5,1,3,-30,-1,2,0.2,4
O=C(Cc1ccccc1)Nc1nnc(-c2ccccc2)o1,-9,-5,0,-2,1,1,-4,-4,-0.2,1

# Single entries from the results shown.
# Cc1ccc(C2=NN(Cc3nnc(-c4ccccc4)o3)C(=O)SC2)cc1 – PLC-beta3 inh = 5
# NC(=O)c1nnsc1-c1ccco1 – PLCg1 inh = -2

# Later entries
SMILES,ARFGAP1 inh,Tn7 DDE FP,PLC-beta3 inh,UHRF1 binding,DDE Tn6 FP inh,sPLA2-III inh,ASAP1 GAP inh,Rev-erbA mod,KLK7 zymogen act,PLCg1 inh
CC(=O)c1c(C)n([O-])c2ccccc2[n+]1=O,-11,0,-19,3,-5,5,3,4,0.5,-17
CC(C)N(C)CCOC(=O)C1COc2ccccc2O1 (stereo not drawn),3,-9,-4,6,-4,-4,2,-3,0.2,4
Cc1ccc(C)c(C2=CSC3=NS(=O)(=O)CCN23)c1,0,1,0,-1,-1,-2,5,-4,-0.2,3
O=S(=O)(c1cccc(S(=O)(=O)N2CCCC2)c1)N1CCCCC1,8,-2,-7,4,-1,9,-4,-4,-0.2,2
Nc1ncc(C(=O)O)c(-c2ccccc2)n1,6,9,-16,2,1,-2,1,2,0.3,-14
Cc1c(C2(O)CCCCC2)[nH]c2ccc(C(F)(F)F)cc12,11,-7,-1,0,-10,-39,6,5,0.0,-2
CN1CCN(S(=O)(=O)c2ccc(Br)s2)CC1,-13,4,2,0,5,1,-13,0,-0.4,0
COC(=O)C1CN(C2CC2)CCS(=O)(=O)N1Cc1cn(Cc2ccccc2)nn1 (stereo not drawn),·,1,-2,12,4,15,·,1,0.3,1
CCOC(=O)Cn1cc(CN2CCS(=O)(=O)N(Cc3ccc(C)cc3)C(C(=O)OC)C2)nn1 (stereo not drawn),·,-2,4,14,4,4,·,-6,0.0,2
Cc1ccccc1N1C(=O)C2C3CC(=O)C(c4ccccc43)C2C1=O (stereo not drawn),-9,6,1,4,2,13,-6,-4,-0.1,0
CCOC(=O)[C@@H]1CSCCS(=O)(=O)N1C(=O)[C@H](CCSC)NC(=O)OC(C)(C)C,10,0,0,3,-4,11,-7,-2,-0.6,4
O=C(Nc1ccc(Cl)cc1Cl)NC1CCCC1,-4,1,2,2,3,2,7,2,0.4,-1

# Full records as entered above. Screens in order: ARFGAP1 inh | Tn7 DDE FP | PLC-beta3 inh | UHRF1 binding | DDE Tn6 FP inh | sPLA2-III inh | ASAP1 GAP inh | Rev-erbA mod | KLK7 zymogen act | PLCg1 inh
# CC(C)N(C)CCOC(=O)C1COc2ccccc2O1 (stereo not drawn) reads 3 | -9 | -4 | 6 | -4 | -4 | 2 | -3 | 0.2 | 4
# CN1CCN(S(=O)(=O)c2ccc(Br)s2)CC1 reads -13 | 4 | 2 | 0 | 5 | 1 | -13 | 0 | -0.4 | 0
# CC(=O)c1c(C)n([O-])c2ccccc2[n+]1=O reads -11 | 0 | -19 | 3 | -5 | 5 | 3 | 4 | 0.5 | -17
# O=C(Nc1ccc(Cl)cc1Cl)NC1CCCC1 reads -4 | 1 | 2 | 2 | 3 | 2 | 7 | 2 | 0.4 | -1
# COC(=O)C1CN(C2CC2)CCS(=O)(=O)N1Cc1cn(Cc2ccccc2)nn1 (stereo not drawn) reads · | 1 | -2 | 12 | 4 | 15 | · | 1 | 0.3 | 1

# Next results
SMILES,ARFGAP1 inh,Tn7 DDE FP,PLC-beta3 inh,UHRF1 binding,DDE Tn6 FP inh,sPLA2-III inh,ASAP1 GAP inh,Rev-erbA mod,KLK7 zymogen act,PLCg1 inh
COc1cc(-c2noc(C)c2C#Cc2ccccn2)cc(OC)c1OC,-6,6,-7,-1,-7,-7,15,-2,0.1,-7
O=C1/C(=C\c2ccco2)NC(=S)N1c1ccccc1,-12,-2,-31,4,0,-9,-6,2,-0.8,-18
O=C(Cc1c(F)cccc1Cl)Nc1ccc(-n2cnnn2)cc1,-3,-2,-2,0,6,-1,-8,-9,0.3,3
CC1(C)Oc2ccc3ccc(=O)oc3c2/C(=C/Nc2ccc(O)cc2)C1=O,6,-1,-11,-2,7,-23,-11,4,-0.3,-11
COc1cccc(-c2cc(=O)c3cc(NC(=O)c4ccccc4)ccc3[nH]2)c1,0,0,-7,-1,0,8,17,26*,0.2,-4
Cc1cccc(Nc2ncnc3ccc(Br)cc23)c1,16,-9,-71,2,-7,3,7,10,0.7,-64
COCC(=O)N1CCCC(CNS(=O)(=O)c2ccc(OC)cc2)C1 (stereo not drawn),3,-7,5,2,-9,8,6,-5,0.4,14*
Cc1ccc(S(=O)(=O)CCC(=O)OCC(=O)NCC(=O)Nc2c(C)cc(C)cc2C)cc1,-3,4,-1,-2,-2,-2,-7,-4,0.4,1
CCCCn1c(N)c(N(CC)C(=O)c2ccccc2C)c(=O)[nH]c1=O,9,0,-1,0,-3,0,7,0,-0.1,-1
CC(=O)Nc1ccc(S(=O)(=O)N(C)CC(=O)OCC(=O)NCc2ccco2)cc1,2,4,-4,0,8,-3,-21,3,0.0,-1
CCC(=O)N1CCC2(CC1)Oc1ccc(F)cc1C(=O)C21CC(c2ccc(Cl)cc2)=NO1 (stereo not drawn),3,-4,0,0,5,-9,-8,2,0.7,4
N/C(Cc1ccc(Cl)cc1Cl)=N\OC(=O)c1ccccc1,3,-1,-2,0,12,1,3,4,-0.5,-2
Cc1ccccc1OC(C)C(=O)Nc1ccc2c(c1)OCO2 (stereo not drawn),5,0,-12,4,2,-3,12,1,-0.1,0
COc1ccc(OCCSc2ncc(CO)n2C)cc1,11,0,-2,1,2,1,1,-3,0.1,2
COc1ccc(C(=O)CCC(=O)NCCc2c[nH]c3ccccc23)cc1,2,5,-11,1,2,-42,2,0,0.2,-3
O=C(CNC(c1ccccc1)c1ccccc1)NCc1ccccc1Cl,9,-3,-5,1,2,-8,-5,3,0.3,3
CC(NC(=O)COC(=O)Cn1cnc2ccccc2c1=O)C1CC2CCC1C2 (stereo not drawn),13,-2,3,11,-3,13,0,-5,-0.8,1
O=C(NCCCn1ccnc1)c1[nH]c(C(F)(F)F)nc1-c1ccccc1,8,4,-3,0,6,9,-2,-1,0.7,-2
CCCc1cc(=O)oc2cc(C)cc(OCC(=O)N3C[C@H]4C[C@@H](C3)c3cccc(=O)n3C4)c12,15,2,-107,0,0,10,2,1,5.1,-87
Cc1ccc(NC(=O)c2cccc(N3C(=O)CCC3=O)c2)nc1,4,3,0,0,-10,-2,2,-2,0.1,3
O=C(CCNc1ccc(Br)cc1)c1cccc([N+](=O)[O-])c1,3,9,1,2,-6,0,-11,6,-0.1,1
CCn1cc(C(=O)NCCc2ccc(OC)cc2)c(=O)c2ccc(C)nc21,2,-2,-5,-1,8,-3,3,10,1.1,1
CC(/C=N/NC(=O)Cn1cnc2c1c(=O)n(C)c(=O)n2C)=C\c1ccccc1,11,-4,2,0,8,-2,0,2,-0.2,6
COC(=O)c1cccc(NC(=O)CSCc2ccccc2)c1,8,1,10,-1,-7,1,14,-2,0.4,9

# Quoted at random: four entries already listed
SMILES,ARFGAP1 inh,Tn7 DDE FP,PLC-beta3 inh,UHRF1 binding,DDE Tn6 FP inh,sPLA2-III inh,ASAP1 GAP inh,Rev-erbA mod,KLK7 zymogen act,PLCg1 inh
O=C(CNC(c1ccccc1)c1ccccc1)NCc1ccccc1Cl,9,-3,-5,1,2,-8,-5,3,0.3,3
Cc1ccccc1OC(C)C(=O)Nc1ccc2c(c1)OCO2 (stereo not drawn),5,0,-12,4,2,-3,12,1,-0.1,0
COc1ccc(OCCSc2ncc(CO)n2C)cc1,11,0,-2,1,2,1,1,-3,0.1,2
O=C(CCNc1ccc(Br)cc1)c1cccc([N+](=O)[O-])c1,3,9,1,2,-6,0,-11,6,-0.1,1

# Further entries:
SMILES,ARFGAP1 inh,Tn7 DDE FP,PLC-beta3 inh,UHRF1 binding,DDE Tn6 FP inh,sPLA2-III inh,ASAP1 GAP inh,Rev-erbA mod,KLK7 zymogen act,PLCg1 inh
CC(C)CCN1C(=O)CSCC1(C)C(=O)Nc1ccc2c(c1)OCCO2 (stereo not drawn),8,-8,3,-2,1,1,-11,-4,-0.2,-1
Cn1c(=O)n(C)c2cc(CNc3ccc(N4CCOCC4)c(C(=O)O)c3)ccc21,3,-6,-55,0,11,7,2,18,-20,-37
Cc1ccc(C(=O)N2CCC3(CC2)Oc2ccc(F)cc2C(=O)C32CC(c3cccnc3)=NO2)s1 (stereo not drawn),-12,-18,-6,12,4,0,5,0,-0.3,-4
CN(CCn1ccnc1)C(=O)CC1C(=O)NCCN1Cc1ccccc1C(F)(F)F (stereo not drawn),12,2,-15,-4,-4,-6,-5,-2,0.8,-2
Cc1ccc(C)c(OCCCCCn2ccnc2)c1,5,6,-1,3,3,-15,-7,2,0.1,0
